Source: PubChem
TDP2 absorb: TDP2 (human) inhibition, absorbance primary screen | O95551 | recombinant TDP2, T5PNP hydrolysis, p-nitrophenol absorbance 415 nm | inhibition, % at 12.8 µM | 0.34% of 370,000 active | AID 720702;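 active = inhibition above the mean of all tested compounds plus 3 SD, set per campaign, cut at about 25% in these data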;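 also: 0% = DMSO with enzyme and 100% = buffer with substrate but no TDP2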
Target sequence (O95551 whole entry, looked up): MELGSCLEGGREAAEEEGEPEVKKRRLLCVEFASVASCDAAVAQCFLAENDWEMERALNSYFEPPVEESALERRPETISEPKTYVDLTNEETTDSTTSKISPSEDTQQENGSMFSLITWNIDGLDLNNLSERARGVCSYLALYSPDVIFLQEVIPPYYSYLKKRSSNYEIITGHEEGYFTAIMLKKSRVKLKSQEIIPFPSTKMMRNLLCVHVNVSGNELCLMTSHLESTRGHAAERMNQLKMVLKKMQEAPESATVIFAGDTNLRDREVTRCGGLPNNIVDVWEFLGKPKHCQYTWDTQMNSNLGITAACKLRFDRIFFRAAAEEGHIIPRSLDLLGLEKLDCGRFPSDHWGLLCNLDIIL
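System: recombinant human TDP2 / Amount: 120 nM TDP2 per well / Also added: 5 mM T5PNP chromogenic substrate / Doses: 12.8 µM single point, 1% DMSO / Incubation: 2 h at 37 °C / Detection: p-Nitrophenol epi absorbance / Evaluation: % inhibition relative to enzyme-containing and enzyme-free wells / Repeats: singlicate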
MBD2 DNA inh: inhibitors of human MBD2 binding to methylated oligonucleotide. Q9UBB5. inhibition, % at 4.4 µM. 0.31% of 370,000 active. TR-FRET. AID 686964; in the data active = inhibition above about 13%
Target sequence (Q9UBB5 whole entry, looked up): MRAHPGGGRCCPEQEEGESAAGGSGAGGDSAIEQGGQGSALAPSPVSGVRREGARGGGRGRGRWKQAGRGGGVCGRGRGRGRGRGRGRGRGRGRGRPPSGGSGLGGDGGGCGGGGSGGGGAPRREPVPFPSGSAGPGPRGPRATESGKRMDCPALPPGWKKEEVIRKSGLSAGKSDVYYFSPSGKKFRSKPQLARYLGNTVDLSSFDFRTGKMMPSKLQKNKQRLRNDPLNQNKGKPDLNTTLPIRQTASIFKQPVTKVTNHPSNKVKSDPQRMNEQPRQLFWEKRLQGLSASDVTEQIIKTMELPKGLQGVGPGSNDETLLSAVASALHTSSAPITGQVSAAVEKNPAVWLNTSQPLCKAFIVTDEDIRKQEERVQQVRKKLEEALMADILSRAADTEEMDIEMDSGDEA
HTRA1 inhibitor: blocks human HTRA1 serine peptidase. Q92743. recombinant HTRA1, FP-rhodamine activity-based probe, fluorescence polarization. inhibition, % at 5.96 µM. 0.5% of 340,000 active. AID 504803; in the data active = inhibition above about 36%;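 also: 0% = enzyme with DMSO and 100% = wells lacking enzyme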
LEDGF integ inh: blocks HIV-1 LEDGF/p75-dependent DNA integration. 0.64% of 370,000 active. TR-FRET IN-LEDGF/p75 DNA integration, Eu/Cy5. inhibition, % at 3.7 µM;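 active = inhibition above the screen-wide mean plus 3 SD, cut at about 13% in these data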;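 also: signal is the Cy5 over europium emission ratio at 671 and 618 nm; 0% = plate median of compound wells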
GC-B act: GC-B (human) receptor activation; AID 1920062; 0.11% of 370,000 active; HEK293-GC-B cells, CNP EC30, cGMP TR-FRET; 0% at EC30 CNP, 100% saturating CNP; P20594; activation, % at 10 µM;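 active = activation at 10 µM reaching about 35% in either raw or pattern-adjusted values, limit read from the data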
TCR-CD3 inh: inhibitors of human TCR-CD3 interaction. TAMRA-labeled TCR probe fluorescence, biochemical. inhibition, % at 9.4 µM. 0.37% of 360,000 active. AID 651800; in the data active = inhibition above about 19%;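 also: recombinant mutant TCR 2C K166C tagged with TAMRA read by polarization; 0% = receptor in buffer alone and 100% = receptor with positive control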
PRMT1 FP inh: inhibitors of human PRMT1 | inhibition, % at 2.79 µM | recombinant PRMT1, activity-based probe fluorescence polarization | 1.3% of 370,000 active;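 active = inhibition above about 21% made by adding two undisclosed values, limit read from the data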
ABHD4 inh: inhibits mouse alpha/beta hydrolase domain 4. 0.54% of 370,000 active. inhibition, % at 8.92 µM. AID 720543. purified mABHD4, FP-Rh probe fluorescence polarization;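 active = inhibition exceeding the mean over every tested compound plus 3 SD, cut at about 30% in these data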;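 also: 0% = plate median of compound wells and 100% = S159A mutant with DMSO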
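Test system: mouse ABHD4 enzyme, wild type. Reagent: FP-Rh fluorescent activity-based probe, added after compound pre-incubation. Timing: pre-incubation 45 min, probe exposure 60 min, at 25 °C. Technique: FP readout, ex 525 nm / em 598 nm. Benchmarks: high control S159A mutant with DMSO, low control median of compound wells.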
SIAE primary: inhibitors of human sialic acid acetylesterase SIAE | Q9HAT2 | SIAE FP-Rh probe binding, fluorescence polarization | inhibition, % at 9.66 µM | 0.69% of 370,000 active | AID 1053197;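 active = inhibition above a cutoff: mean of compounds within the control limits plus 3 SD of those, cut at about 17% in these data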;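 also: 0% = plate median of compound wells and 100% = probe without SIAE protein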
rCAG RNA binder: molecules binding r(CAG) RNA repeats | AID 651821 | inhibition, % at 3 µM | r(CAG) RNA repeat, TO-PRO-1 dye displacement fluorescence | 1.3% of 370,000 active;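 active = inhibition above the plate cutoff, the mean of all test compounds on that plate plus 3 SD, cut at about 35% in these data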;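 also: 0% = DMSO alone and 100% = 100 µM mitoxantrone as full dye displacement; higher means more dye released from RNA so lower well fluorescence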
* = called active by the depositor; nt = no result given.

Every second line gives: TDP2 absorb, MBD2 DNA inh, HTRA1 inhibitor, LEDGF integ inh, GC-B act, TCR-CD3 inh, PRMT1 FP inh, ABHD4 inh, SIAE primary, rCAG RNA binder
CC(=O)NC(c1ccccc1)c1nc(-c2cc3ccccc3o2)cs1 (stereo unspecified)
    0, -3, nt, 1, -4, 0, 1, -6, 0, 3
COc1cccc(C(=O)Nn2c(C)nnc2-n2nc(C)cc2C)c1
    13, 1, 2, -4, 2, 3, 3, 1, -2, -2
CC(CN1CCN(C)CC1)OC(=O)c1ccc(F)cc1 (stereo unspecified)
    0, 1, 2, -6, 3, -2, 0, 5, 5, 0
Cc1ccc2[nH]c3c(c2c1)CCCC3C(N)=O (stereo unspecified)
    -7, -6, 6, -2, -3, 8, 1, -2, 5, 1
COC(=O)[C@]12CCCCC=C1N(Cc1cccc3ccccc13)C(=O)[C@H](CC(=O)NCc1ccc(C)o1)C2
    -2, -11, nt, 2, 1, 4, 4, -2, 2, 8
COc1ccc(C(=O)N/N=C(\c2ccccc2)c2ccccn2)cc1
    0, -7, 2, 0, 0, 6, -1, 5, 7, -3
CC(=O)c1c(C)[nH]c(C(=O)NCCc2c[nH]c3ccccc23)c1C
    -6, -3, -4, -1, 1, -4, -2, -5, 2, -3
O=C(CCNS(=O)(=O)c1ccccc1C(F)(F)F)N1CCN(S(=O)(=O)c2cccc(F)c2)CC1
    5, 0, -6, 0, -1, 0, 0, 0, 2, -4
COc1ccc(OC)c(CNC(=O)Cn2nc(C)c3c(C)n(-c4ccc(C)cc4)nc3c2=O)c1
    -6, 7, 1, -8, -4, -5, 8, -8, -1, -1
COc1ccccc1OCCn1cc(C(=O)O)c2ccccc21
    -3, 4, 14, 1, 6, -6, 2, 0, -2, 2
COC(=O)COc1ccc(S(=O)(=O)Nc2cc([N+](=O)[O-])ccc2C)cc1
    5, -2, 2, 2, 2, 2, 3, 2, -18, 2
Cc1cnc(CN(C)C(=O)C2CCC(=O)N(CCc3ccccc3)C2)[nH]1 (stereo unspecified)
    12, -7, -3, 6, 3, 9, 0, 6, -1, -1
COc1cccc(N=C2NC(=O)/C(=C/c3cc([N+](=O)[O-])ccc3O)S2)c1
    -3, 0, -1, 4, -3, -1, -1, 8, 9, 12
O=C(O)CC(Cn1[nH]nnc1=S)c1ccccc1 (stereo unspecified)
    5, 4, 4, 3, 8, 0, -1, 7, 0, -2
Cc1nnc(-c2cccc(C(F)(F)F)c2)nc1N1CCOCC1
    -4, -5, -5, -7, 0, -7, 3, -4, -4, -9
CCOC(=O)c1cn(CC(=O)Nc2ccc(C(C)C)cc2)nn1
    -7, 2, -1, 2, 2, -1, -1, 1, 2, 4
C/C(=N/Nc1ccccc1[N+](=O)[O-])c1ccc([N+](=O)[O-])cc1
    -11, 0, 0, 0, -7, -4, 0, -6, 4, -1
CCN(CC)c1ccc(NC(=O)C2=CCN(S(=O)(=O)c3ccc(F)cc3)CC2)c(C)c1
    -5, 2, -4, 2, -1, 3, -5, 5, 2, 2
COc1ccc(CNC(=O)COC(=O)Cc2ccc(Br)cc2)cc1
    4, 2, -4, -3, -3, -3, 1, -3, -5, 0
N#Cc1ccc(COC(=O)C2CC(=O)N(CCc3ccccc3)C2)cc1 (stereo unspecified)
    -8, 1, 7, 0, -8, -10, -3, 1, -6, -5

2 entries from above, as tab-separated lines.
canonical_smiles	TDP2 absorb	MBD2 DNA inh	HTRA1 inhibitor	LEDGF integ inh	GC-B act	TCR-CD3 inh	PRMT1 FP inh	ABHD4 inh	SIAE primary	rCAG RNA binder
CC(=O)NC(c1ccccc1)c1nc(-c2cc3ccccc3o2)cs1 (stereo unspecified)	0	-3	nt	1	-4	0	1	-6	0	3
CCOC(=O)c1cn(CC(=O)Nc2ccc(C(C)C)cc2)nn1	-7	2	-1	2	2	-1	-1	1	2	4

Further structures follow.
Every second line gives: TDP2 absorb, MBD2 DNA inh, HTRA1 inhibitor, LEDGF integ inh, GC-B act, TCR-CD3 inh, PRMT1 FP inh, ABHD4 inh, SIAE primary, rCAG RNA binder
Cc1ccc2nc(-c3ccc(F)cc3)c(Cc3ccsc3)n2c1
    7, 9, nt, 0, 1, 0, 4, 5, 12, 9
CCC1(CC)NC(=O)N(CC(=O)OC(C)C(=O)Nc2cc([N+](=O)[O-])ccc2OC)C1=O (stereo unspecified)
    -6, -1, -1, 4, 0, 3, -5, -2, 8, 0
C=CCSCC1Nc2cc(Cl)c(S(N)(=O)=O)cc2S(=O)(=O)N1 (stereo unspecified)
    0, -2, 0, -3, 0, -7, 1, 0, -5, 2
CN(CC(=O)Nc1cccc(F)c1)C(=O)c1ccccc1Cc1ccccc1
    -5, 0, -19, 2, -4, 6, -2, -11, -9, -4
Cc1ccccc1OCC(O)Cn1c(NCCN(C)C)nc2c1c(=O)n(C)c(=O)n2C (stereo unspecified)
    10, -1, -1, -3, -5, -1, 0, 5, 4, -1
COc1ccc(-n2c(=O)[nH]c3cc(C(=O)NCCc4ccccc4)ccc3c2=O)cc1OC
    1, 5, -7, -2, 4, -2, 2, -2, -5, 2
CCn1c(=O)cc(SCC(=O)N2CCN(c3ccccc3F)CC2)c2ccccc21
    6, 1, -15, 1, -3, 5, 0, -6, 2, -6
COc1ccc(C(C)=O)cc1CSc1nnc(Nc2c(C)cccc2C)s1
    -2, -4, -15, 0, -11, 0, -1, -4, -4, -5
COc1ccc(CN2CCN(c3ccccc3OC)CC2)cc1OC
    14, 2, 5, 3, 5, -5, 4, 11, 8, -7
CCOCCCNC(=O)Cn1cc2c(n1)CCCCC2
    11, 9, 1, 1, -4, -8, 10, 4, -3, 0
Cc1sc2ncnc(N3CCC(C(=O)NNC(=O)c4ccc(F)cc4)CC3)c2c1C
    11, 2, -9, -3, -1, -5, -2, 3, 8, 0
CC(C)(C)OC(=O)N1CCC(c2c(C(=O)N3CCN(C4CCCCC4)CC3)cnn2-c2ccc(F)cc2)CC1
    -5, -4, -4, 3, 6, 5, -3, -3, 0, -1
CN(/N=C/c1ccccc1Cl)c1ncc(Cl)cc1C(F)(F)F
    -4, 2, 3, 0, -2, -3, 3, -2, -2, 0
CCOc1ccc(NS(=O)(=O)c2ccc(C(=O)NCCCN3CCCC3=O)cc2)cc1
    -1, -4, -1, 1, -2, 4, -7, -2, 0, -1
CCOc1ccc(S(=O)(=O)NCCC(=O)OCC(=O)Nc2cc(C)on2)cc1
    -17, -3, 1, -4, -5, -5, 5, -6, -6, -4
Cc1nc(NCc2ccco2)c(C#N)c2c1COC(C)(C)C2
    -1, 0, -5, 0, -3, -12, 3, 0, 2, -2
Nc1nc(C2CCCCC2)cs1
    -2, 0, 0, 1, -4, 2, -1, 3, 0, 3
O=C(CCOc1ccccc1)N1CCN(S(=O)(=O)c2ccccc2F)CC1
    0, -1, -3, 0, 0, -4, 0, 2, -8, -2
COc1ccc(OCC(=O)Nc2ccc(N3CCOCC3)c(Cl)c2)cc1
    3, 1, -5, 0, -1, -4, 2, -3, 2, -4
Cc1ccc(OCCC(=O)OCC(=O)NCCc2ccc(Cl)cc2)cc1
    -7, -2, -12, -2, 2, 6, 4, 0, 1, -6
COc1cc(-c2noc(C)c2C#CCO)cc(OC)c1OC
    -19, -1, 6, -1, -21, 0, -1, -1, -1, 1
Cc1ccc(NC(=O)CN2CCC(C(=O)c3ccc4c(c3)OCCO4)CC2)cc1
    2, 1, -21, 0, -5, 1, 0, 3, -3, -6
COc1ccccc1OCC(=O)NNC(=O)c1ccc2c(=O)n3c(nc2c1)CCC3
    -7, 6, -5, -1, 2, 0, 4, -6, -10, 1
CN(C)c1ccc(/C=N/N(Cc2ccccc2)c2ccccc2)cc1
    11, 5, 10, 0, -1, 9, 0, 1, 2, -1
Cc1ccc(SCCC(=O)N2CCN(S(=O)(=O)c3ccccc3)CC2)cc1
    7, 6, -4, -1, -4, 3, 1, 2, 3, -1
CC(=O)c1ccc(OC2(C)CCN(Cc3ccccc3OC(F)F)C2)cc1 (stereo unspecified)
    -16, 7, nt, -2, 0, -7, 9, -11, 1, -1
CCc1ccccc1NC(=O)Nc1c(C)n(C)n(-c2ccccc2)c1=O
    -8, 3, 0, -2, 4, -2, 3, 6, 0, -6
Cc1ccc(C)c(OCC(=O)Nc2ccccc2C(=O)N2CCN(C)CC2)c1
    -11, 1, 6, 8, -2, 6, -5, -8, 1, -2
Cc1ccc(S(=O)(=O)N2Cc3ccccc3CC2C(=O)N(C)C)cc1 (stereo unspecified)
    6, -1, -2, 0, 6, 8, -1, 3, 5, 2
CCN1CC=C2C(C#N)=C(N)C(C#N)(C#N)C(c3cc(Cl)ccc3Cl)C2C1 (stereo unspecified)
    6, -2, 17, -1, -3, 6, 25*, 23, 7, -6
COc1cccc(CNc2nc(NCc3ccccc3)nc3ccsc23)c1
    -4, 2, nt, -3, 0, -4, -2, 28, 12, 5
Cc1cc([N+](=O)[O-])nn1CCCC(=O)Nc1cccc(Cl)c1Cl
    11, 1, 2, -2, 1, 3, 0, 4, 2, -2

Part of the list above, in CSV form.
SMILES,TDP2 absorb,MBD2 DNA inh,HTRA1 inhibitor,LEDGF integ inh,GC-B act,TCR-CD3 inh,PRMT1 FP inh,ABHD4 inh,SIAE primary,rCAG RNA binder
COc1ccc(OCC(=O)Nc2ccc(N3CCOCC3)c(Cl)c2)cc1,3,1,-5,0,-1,-4,2,-3,2,-4
Cc1ccc(OCCC(=O)OCC(=O)NCCc2ccc(Cl)cc2)cc1,-7,-2,-12,-2,2,6,4,0,1,-6
COc1cc(-c2noc(C)c2C#CCO)cc(OC)c1OC,-19,-1,6,-1,-21,0,-1,-1,-1,1
Cc1ccc(NC(=O)CN2CCC(C(=O)c3ccc4c(c3)OCCO4)CC2)cc1,2,1,-21,0,-5,1,0,3,-3,-6
COc1ccccc1OCC(=O)NNC(=O)c1ccc2c(=O)n3c(nc2c1)CCC3,-7,6,-5,-1,2,0,4,-6,-10,1
CN(C)c1ccc(/C=N/N(Cc2ccccc2)c2ccccc2)cc1,11,5,10,0,-1,9,0,1,2,-1
Cc1ccc(SCCC(=O)N2CCN(S(=O)(=O)c3ccccc3)CC2)cc1,7,6,-4,-1,-4,3,1,2,3,-1
CC(=O)c1ccc(OC2(C)CCN(Cc3ccccc3OC(F)F)C2)cc1 (stereo unspecified),-16,7,nt,-2,0,-7,9,-11,1,-1
CCc1ccccc1NC(=O)Nc1c(C)n(C)n(-c2ccccc2)c1=O,-8,3,0,-2,4,-2,3,6,0,-6
Cc1ccc(C)c(OCC(=O)Nc2ccccc2C(=O)N2CCN(C)CC2)c1,-11,1,6,8,-2,6,-5,-8,1,-2
Cc1ccc(S(=O)(=O)N2Cc3ccccc3CC2C(=O)N(C)C)cc1 (stereo unspecified),6,-1,-2,0,6,8,-1,3,5,2

Not all compounds are listed. The share of hits here may be higher or lower than overall.
